Vif inh: HIV Vif self-association inhibitors, primary screen, imaging, HEK293T, single point | HEK293T cells, Vif self-association by quenched fluorescence, 24 h | inhibition, % at 7.49 µM | hit rate 0.35% among 340,000 | AID 602346, 2012; in the data active means inhibition above about 50%, passing the limit was not always enough; further: some results filed as inactive read as strong as hits
PDI inh: inhibitors of human PDI, primary screen, biochemical, turbidity, single point, plate reader; Protein disulfide-isomerase (Homo sapiens), P07237; PDI insulin aggregation turbidity, A650, 90 min; inhibition, % at 10 µM; hit rate 0.052% among 350,000; AID 588391, 2011;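 active means mean inhibition across replicates of 30% or more, whatever share of single replicates reach that level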;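 further: absorbance from insulin aggregation driven by PDI reduction with DTT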
Target sequence (P07237 whole entry, looked up): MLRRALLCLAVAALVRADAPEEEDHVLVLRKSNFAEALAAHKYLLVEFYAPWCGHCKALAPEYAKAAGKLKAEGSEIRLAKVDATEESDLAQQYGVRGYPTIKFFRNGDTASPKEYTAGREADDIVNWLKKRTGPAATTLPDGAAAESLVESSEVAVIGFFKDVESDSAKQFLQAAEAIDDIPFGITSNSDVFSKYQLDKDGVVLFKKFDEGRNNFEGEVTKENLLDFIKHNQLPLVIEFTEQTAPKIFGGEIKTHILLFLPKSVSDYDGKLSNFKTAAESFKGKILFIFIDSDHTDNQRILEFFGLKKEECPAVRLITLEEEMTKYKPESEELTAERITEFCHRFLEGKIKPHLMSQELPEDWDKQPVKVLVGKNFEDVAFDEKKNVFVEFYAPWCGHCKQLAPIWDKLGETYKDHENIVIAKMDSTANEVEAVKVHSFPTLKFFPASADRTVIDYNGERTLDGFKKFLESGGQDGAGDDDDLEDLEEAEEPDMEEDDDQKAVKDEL
Cardio protect: cardioprotection against H2O2-induced cell death, primary screen, uHTS, H9c2 cells, ATPLite luminescence; H9c2 cardiomyocytes, H2O2 injury protection, 2 h; protection from H2O2 cell death, % at 20 µM; hit rate 0.63% among 360,000; AID 588492, 2011;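 active means compounds giving at least 50% protection of heart cells from peroxide-induced death in the single-dose screen, raw or plate-pattern-corrected value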;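 further: 0% = DMSO wells with peroxide and 100% = DMSO wells without peroxide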
CaV13 FRET inh: Primary screen for inhibitors of IQ motif and Ca2+-dependent inactivation inhibitor domain binding in CACNA1D, Förster resonance energy transfer in living cells, …; inhibition, % at 12.3 µM; hit rate 0.098% among 340,000; HEK cells, CFP/YFP FRET ICDI-IQ, plate reader, 10 min; percent FRET-ratio fall versus neutral wells;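 active means mean replicate inhibition of at least 30% and at least 1% of replicates passing that level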;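 further: 0% = median of the neutral control wells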
ABCB6 inh MLPCN: ABCB6 transporter inhibitors, primary screen, K562-ABCB6 cells, flow cytometry, MLPCN library. ATP-binding cassette sub-family B member 6 (Homo sapiens), Q9NP58. K562-ABCB6 porphyrin accumulation, 1 h; stronger effect = lower value. fluorescence ratio to DMSO, % at 10 µM. hit rate 0.19% among 360,000. AID 602162, 2011;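 active means fluorescence ratio to DMSO below 75%, the collection mean minus 3 SD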;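 further: signal is porphyrin accumulated inside mitochondria; 100% equals median channel fluorescence of DMSO control wells; lower ratio means ABCB6 inhibition with less porphyrin fluorescence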
MC4R barr agon: MC4R agonists recruiting beta-arrestin, primary screen, cell-based, luminescence, agonist arm of biased-ligand search | Melanocortin receptor 4 (Homo sapiens), P32245 | U2OS MC4R beta-arrestin complementation; percent of melanotan II response, DMSO zero | activation, % at 8.9 µM | hit rate 0.98% among 360,000 | AID 540308, 2011;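 active means activation above a per-plate cutoff, the mean activation of sample wells on that plate plus 3 SD, cut at about 8% in these data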
MC4R antagonist: MC4R antagonists of cAMP signaling, primary screen, cell-based, TR-FRET, antagonist arm of biased-ligand search | MC4R-expressing cells, MTII-stimulated cAMP, LANCE TR-FRET | AID 540295, 2011 | hit rate 0.48% among 360,000 | inhibition, % at 6.5 µM | Melanocortin receptor 4 (Homo sapiens), P32245;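 active means inhibition above its plate's cutoff, the mean of tested wells on that plate plus 3 SD, cut at about 29% in these data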;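 further: 0% = Melanotan II alone and 100% = Melanotan II plus saturating MCL0020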
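Assay system: U2OS-MC4R stable cell line; Also added: Melanotan II; Technique: Eu-cAMP/anti-cAMP TR-FRET, emission 671 nm; Times: 30-min compound, 1-h challenge, 1-h detection, room temperature.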
aDG glyco act: activators of alpha-DG glycosylation, primary screen, uHTS, Pro5-aDG cells, AlphaScreen; alpha-DG glycosylation AlphaScreen (IIH6); 0% Pro5, 100% B10-LARGE cell signal; activation, % at 10 µM; hit rate 0.22% among 360,000; AID 624168, 2012;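 active means activation of at least 8% versus controls, or a plate z-score of at least 8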;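 further: Pro5 are CHO cells carrying HIG-tagged alpha-DG that lacks glycosylation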
Glyco luc inh: increase of ERlucT glycosylation luciferase signal, primary screen, N-linked glycosylation inhibitor project, D54 ERlucT cells, luminescence, set 2. AID 588692, 2011. D54 ERlucT glycosylation luciferase reporter, 24 h; percent of 100 nM tunicamycin response. hit rate 0.23% among 360,000. reporter increase, % at 12.5 µM;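 active means mean luciferase reporter signal, scaled so untreated is 0 and the glycosylation-blocking control 100, at or above a set limit in every replicate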;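 further: luciferase carries N-glycosylation sites so blocking glycosylation raises the light; 0% = median of neutral control wells and 100% = median of 100 nM tunicamycin wells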
HTR2A ag: mouse Htr2a agonists via beta-arrestin recruitment, primary screen, cell-based, luminescence. CHO-K1 mHTR2A beta-arrestin complementation; percent of 30 µM serotonin response. activation, % at 7.6 µM. 5-hydroxytryptamine receptor 2A (Mus musculus), P35363. hit rate 0.66% among 360,000;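 active means activation above a run cutoff, the mean activation of all tested compounds plus 3 SD, cut at about 14% in these data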;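 further: 0% = plate median of compound wells and 100% = 30 µM serotonin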
Target sequence (P35363 whole entry, looked up): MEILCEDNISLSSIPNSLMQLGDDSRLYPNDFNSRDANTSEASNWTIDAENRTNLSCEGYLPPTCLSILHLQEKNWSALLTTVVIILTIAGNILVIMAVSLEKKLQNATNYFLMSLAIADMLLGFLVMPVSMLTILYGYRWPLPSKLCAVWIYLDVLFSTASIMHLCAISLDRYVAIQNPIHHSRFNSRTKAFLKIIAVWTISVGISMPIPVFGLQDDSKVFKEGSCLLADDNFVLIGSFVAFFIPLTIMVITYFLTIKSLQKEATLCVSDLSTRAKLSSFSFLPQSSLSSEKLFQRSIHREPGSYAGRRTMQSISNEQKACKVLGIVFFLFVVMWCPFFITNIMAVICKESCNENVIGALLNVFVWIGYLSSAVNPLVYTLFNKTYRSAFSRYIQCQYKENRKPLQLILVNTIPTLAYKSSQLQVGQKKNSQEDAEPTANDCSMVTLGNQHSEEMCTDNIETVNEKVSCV
* = called active by the depositor; . = no result given.

Compound,Vif inh,HTR2A ag,CaV13 FRET inh,Glyco luc inh,PDI inh,MC4R antagonist,ABCB6 inh MLPCN,MC4R barr agon,Cardio protect,aDG glyco act
O=C(COc1ccc2ccccc2c1CN1CCOCC1)N1CCc2ccccc21,25,-4,-3,-2,2,0,92,-1.8,-1,0.3
CCSCCNC(=O)c1cncc(Br)c1,-5,2,-4,-1,4,8,93,-1.7,-1,-0.1
CCOC(=O)N1CCC(N(CCN(C)C)C(=S)Nc2cccc(Cl)c2)CC1,-15,0,-5,-1,4,11,96,-2.1,2,0.3
CC(C)CC(=O)Nc1nnc(S(=O)(=O)N2CCCCCC2)s1,-5,2,-2,0,-4,10,100,1.3,-4,-0.2
O=C(NC1CCSC1=O)C1CCCCC1 (stereo not drawn),5,2,-4,4,-7,-6,99,-1.5,2,0.0
CCOc1ccc(N2CSC3=C(C#N)C(c4ccco4)CC(=O)N3C2)cc1 (stereo not drawn),.,6,-7,3,-2,5,97,1.3,1,-0.1
CCN(CC)CCn1c(=S)[nH]c2ncccc2c1=O,2,5,-3,1,5,0,101,-1.2,0,0.0
O=C(O)CC(NC(=O)C(c1ccccc1)c1ccccc1)c1ccc(F)cc1 (stereo not drawn),2,0,-5,-1,-1,8,92,-0.4,-5,0.0
O=c1c2ccccc2c(/C=N/c2n[nH]c(CCCO)n2)c(O)n1-c1ccccc1Cl,-3,-2,3,5,-7,-39,97,-1.4,23,0.8
COc1ccc(S(=O)(=O)N2CCCN(CC(=O)Nc3ccccc3F)CC2)cc1,-10,7,-4,0,8,-3,97,0.3,-1,0.1
COc1ccc(N2CCN(C(=O)COC(=O)c3cccc(S(=O)(=O)Nc4cccc(C)c4)c3)CC2)cc1,-19,-3,-6,-6,-4,2,98,-2.1,-9,0.3
Cc1ccc(-n2c(=O)[nH]c3c(C(N)=O)nc(C(C)C)nc32)cc1,-1,-7,-20,1,-2,20,99,5.5,-5,0.0

(listing goes on)
Compound,Vif inh,HTR2A ag,CaV13 FRET inh,Glyco luc inh,PDI inh,MC4R antagonist,ABCB6 inh MLPCN,MC4R barr agon,Cardio protect,aDG glyco act
CCC(CC)C(=O)Nc1ccc(Nc2ccccc2)cc1,0,-1,-3,2,-2,-1,97,-2.5,-5,0.2
O=C(CN1C(=O)c2ccccc2C1=O)NC(Cc1ccccc1)C(=O)O (stereo not drawn),0,-2,-9,3,17,-7,94,-0.2,0,-0.1
Cc1ncc(CC(=O)n2cc(C(=O)c3cc(Cl)ccc3O)cn2)s1,-16,2,.,-6,-6,9,91,-0.6,2,2.4
CCOC(=O)C1CCCN(c2cc(C)nc3cc(-c4ccc(Cl)cc4)nn23)C1 (stereo not drawn),-6,-3,-6,0,20,10,96,-1.9,2,-0.1
Cc1ccc(CN(C)C(=O)c2cc(Br)c(Br)s2)o1,-12,-1,-18,-2,1,-6,96,0.7,-10,0.3
COc1ccc(C)c2sc(NC(=O)C3=COCCO3)nc12,-11,3,-3,9,.,3,98,2.6,-4,0.1
CC(C)CC(C(=O)O)C(C)CC(=O)Nc1ccn(-c2ccccc2)n1 (stereo not drawn),.,4,.,1,2,5,91,-1.2,-3,-0.1
COc1cccc(N=Nc2c(=O)[nH]n3c(=O)c4c([nH]c23)CCC4)c1,1,-4,-6,3,-17,-7,113,0.2,12,-0.3
COc1cccc(N2C(=O)C(CC(=O)Nc3ccc(F)cc3)N(C3CCCCC3)C2=O)c1 (stereo not drawn),.,5,.,-1,-4,14,96,-0.1,-10,0.5
O=C(Nc1ccc(OCc2ccccc2)cc1)Nc1nnc([C@H]2C[C@H](O)[C@@H](CO)O2)s1,.,-8,-6,0,-5,5,100,-2.0,-2,-0.3
COc1cc(C(=O)N(Cc2cccnc2)Cc2cc3cc4c(cc3[nH]c2=O)OCCO4)cc(OC)c1OC,-4,-2,-11,4,-10,8,105,-1.4,21,-0.4
O=C(O)Cn1cnc2scc(-c3ccccc3)c2c1=O,18,2,-5,-1,9,2,101,-2.7,-2,0.2

Reformatted field by field: entries from further up.
Cc1ccc(CN(C)C(=O)c2cc(Br)c(Br)s2)o1
  Vif inh = -12; HTR2A ag = -1; CaV13 FRET inh = -18; Glyco luc inh = -2; PDI inh = 1; MC4R antagonist = -6; ABCB6 inh MLPCN = 96; MC4R barr agon = 0.7; Cardio protect = -10; aDG glyco act = 0.3
CCOC(=O)C1CCCN(c2cc(C)nc3cc(-c4ccc(Cl)cc4)nn23)C1 (stereo not drawn)
  Vif inh = -6; HTR2A ag = -3; CaV13 FRET inh = -6; Glyco luc inh = 0; PDI inh = 20; MC4R antagonist = 10; ABCB6 inh MLPCN = 96; MC4R barr agon = -1.9; Cardio protect = 2; aDG glyco act = -0.1

(further entries)
Compound,Vif inh,HTR2A ag,CaV13 FRET inh,Glyco luc inh,PDI inh,MC4R antagonist,ABCB6 inh MLPCN,MC4R barr agon,Cardio protect,aDG glyco act
COc1ccc(CCNC(=O)CN2CCN(c3ccccc3Cl)CC2)cc1,-9,-8,-4,1,27,0,105,0.6,9,0.4
CCOc1ccc(NC(=S)N(CCc2c(C)[nH]c3ccccc23)Cc2cccnc2)cc1,6,-3,-7,2,4,8,101,-0.5,2,0.0
COc1ccccc1Nc1nc(C)cc(C)n1,-9,1,-4,3,-25,-2,101,0.0,3,-0.1
S=c1sc2c(Cl)ncnc2n1-c1ccccc1,13,-4,-18,-12,0,-10,108,-4.5,-8,0.3
CC(OC(=O)CN1C(=O)c2ccccc2C1=O)C(=O)NC1CCCC1 (stereo not drawn),11,-7,-3,1,-1,5,102,-1.8,-1,-0.1
CN1C[C@@H]2[C@@H]3C(=O)N(Cc4ccccc4)C(=O)[C@@H]3[C@](Cc3ccccc3)(C1=O)N2C(=O)c1ccc(Cl)cc1,1,1,-10,2,-4,11,98,-0.6,2,-0.2
O=C(O)c1cnn(-c2nc(-c3ccc(F)cc3)cs2)c1C(F)(F)F,-8,4,-5,1,6,32*,102,1.3,-11,0.9
CSc1nc(NC(C)(C)C)nc(N2CCOCC2)n1,-1,8,1,1,0,4,92,0.4,-9,0.0
O=C(NCC(c1ccc(F)cc1)N1CCOCC1)c1ccc([N+](=O)[O-])o1 (stereo not drawn),2,1,-9,9,3,22,100,-1.3,-24,0.7
CCC/C=C/c1ccc(CN2C(C(C)C)C(=O)N(Cc3cn(CCOCOC)nn3)CCS2(=O)=O)cc1 (stereo not drawn),0,0,-6,0,-2,10,94,1.1,-7,0.1
CCN(CC(=O)NCc1ccc(F)cc1)C(=O)/C=C/c1ccc(OC)cc1,5,-10,-5,-1,-8,-1,93,0.8,-6,-0.1
Cc1nn(CCCC(=O)NCc2ccccc2Cl)c(=O)c2nccn12,-4,1,-7,2,.,7,101,0.9,1,2.3

Next part:
Compound,Vif inh,HTR2A ag,CaV13 FRET inh,Glyco luc inh,PDI inh,MC4R antagonist,ABCB6 inh MLPCN,MC4R barr agon,Cardio protect,aDG glyco act
Cc1ccc(-c2nnc(N3CCCCC3)c3ccccc23)cc1,5,0,-4,-6,3,13,97,-2.3,-4,0.2
COCCNC(=O)CN1C(=O)/C(=C/c2ccccc2)Oc2ccc(C(C)(C)C)cc21,.,-5,-10,-2,5,12,85,0.0,4,0.3
Cc1ccc(CCNC(=O)C2CCC(=O)N(CC3CCCCC3)C2)cc1 (stereo not drawn),-1,5,-4,0,4,14,103,1.3,-6,0.0
CCC(=O)c1cn([C@H](CCC(OC)OC)CC(=O)OC(C)(C)C)cc1CC,1,0,-11,3,6,5,105,0.7,4,0.0
Cc1cc(C)c2c(CN3CCOCC3)cc(=O)oc2c1C,-8,5,-7,2,4,7,97,-0.1,7,0.2
COc1cc(CN2CCNC(=O)C2CC(=O)NCCc2ncccc2C)cc(OC)c1 (stereo not drawn),4,-5,-6,0,-5,12,102,-2.6,5,-0.1
O=C(CSc1ccccn1)N1CCN(c2ccc(Cl)cc2)CC1,-44,8,-9,-1,-4,10,92,0.1,-3,0.2
NC(=O)C1(N2CCCCC2)CCN(c2nc(-c3ccc(Br)cc3)cs2)CC1,-7,-3,-8,3,-5,2,94,0.4,-7,0.2
O=C(O)c1cccc(NS(=O)(=O)c2cccc3cccnc23)c1,10,0,10,0,-2,3,101,-0.1,3,0.0
O=C(c1ccccc1C(=O)N1CCN(c2ccccc2F)CC1)N1CCN(c2ccccc2F)CC1,-5,-5,-7,-1,-2,4,109,-0.2,-2,-0.1
COc1ccc2nc(C)cc(N3CCN(S(=O)(=O)c4ccccc4F)CC3)c2c1,-5,-18,-5,-1,-6,4,91,0.2,24,-0.1
CCCCCn1c(=S)[nH]c2cc(C(=O)N3CCCC3)ccc2c1=O,-4,0,-3,-2,-4,18,95,-2.3,-2,0.4
CCCCN(C(C)=O)c1ccc2c(c1)C1CC2CCN1C(=O)OCc1ccccc1 (stereo not drawn),-16,-2,-8,-5,4,-2,98,-0.5,-22,1.2
Cc1cccc(C)c1NC(=O)CN(C)C(=O)c1ccccc1SCC(=O)N1CCCC1,0,-1,-6,-4,3,7,106,-0.2,10,0.5
CC1CCCC(NC(=O)COC(=O)Cc2ccc(Br)cc2)C1C (stereo not drawn),14,0,-2,0,7,0,105,2.7,-2,0.0

Not a hit list (roughly 3.6% active in at least one column).
